HCV inh = inhibitors of hepatitis C virus infection | AID 651820 | 3.4% of 340,000 active | Potency, µM (highest dose often 41.8 µM), for the others: top-dose activity change, negative = inhibition, hits mostly inhibitors | Huh7.5.1 HCVcc-Cre infection, luciferase reporter, 44 h; note: potency is the fitted concentration of half-maximal effect; % is set by controls: 0 for no effect and ±100 for the full control effect
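HCVcc-Cre virus at an moi near 0.5 was added right after compound to cells cultured 4 h from seeding (1,000 cells/well). Luciferase activity was determined 44 h later, 15 min after substrate addition at RT.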
Shiga toxin inh = blocks Shiga toxin action in Vero cells; Vero cells, Shiga toxin protein synthesis inhibition reporter; inhibition, % at 38.7 µM; 9.2% of 290,000 active; AID 2315; in the data active = inhibition mostly above about 28%, no sharp cut-off; inactive = mostly below about 43%; note: 0% is about no effect
LmPK inh = blocks Leishmania mexicana pyruvate kinase activity. AID 1721. 0.37% of 290,000 active. Q27686. Potency, µM (series often up to 57.5 µM), without a hit: top-dose activity change, negative = inhibition, hits mostly inhibitors. purified LmPK, Kinase-Glo ATP luminescence, 1 h; note: potency is the fitted concentration of half-maximal effect; % is set by controls: 0 for no effect and ±100 for the full control effect
Target sequence (Q27686 whole entry, looked up): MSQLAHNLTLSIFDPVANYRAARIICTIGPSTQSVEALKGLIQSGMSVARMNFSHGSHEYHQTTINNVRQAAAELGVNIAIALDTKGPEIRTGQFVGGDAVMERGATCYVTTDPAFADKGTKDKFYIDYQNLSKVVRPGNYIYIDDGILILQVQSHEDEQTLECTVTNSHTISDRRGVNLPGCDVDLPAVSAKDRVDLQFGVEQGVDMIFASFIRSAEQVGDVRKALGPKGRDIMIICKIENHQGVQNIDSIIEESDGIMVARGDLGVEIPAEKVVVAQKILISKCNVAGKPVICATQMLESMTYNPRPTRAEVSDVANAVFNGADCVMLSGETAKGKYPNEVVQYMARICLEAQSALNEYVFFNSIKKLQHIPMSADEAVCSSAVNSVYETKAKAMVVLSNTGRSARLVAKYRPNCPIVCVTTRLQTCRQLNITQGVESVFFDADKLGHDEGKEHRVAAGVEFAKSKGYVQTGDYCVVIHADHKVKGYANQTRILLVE
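Purified LmPK (0.1 nM) with 0.5 mM PEP and 0.1 mM ADP in imidazole buffer pH 7.2 with MgCl2/KCl, 1 h at room temperature. ATP formed was read by luciferase luminescence and normalized to no-enzyme and uninhibited controls.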
Pf growth 48h = inhibits P. falciparum growth in the first generation, 48 h; P. falciparum luciferase growth in erythrocytes, 48 h; Potency, µM (doses to about 28.7 µM), inactives show at the top dose activity change, negative = inhibition, hits mostly inhibitors; 5.9% of 310,000 active; note: potency is the fitted concentration of half-maximal effect; % is set by controls: 0 for no effect and ±100 for the full control effect
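First compound was added to culture medium, then infected red cells at 0.1% parasitemia and 2% hematocrit (final). After incubation at 37 C under 5% CO2, luciferase detection reagent was dispensed and light output recorded.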
Pf growth 96h = inhibits malaria parasite growth, 96 h; 6.9% of 320,000 active; Potency, µM (series often up to 28.7 µM), inactives show at the highest dose activity change, negative = inhibition, usual class: inhibitors; AID 504834; P. falciparum luciferase reporter growth, 96 h; note: potency is the fitted concentration of half-maximal effect; % is set by controls: 0 for no effect and ±100 for the full control effect
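Erythrocytes infected with luciferase-expressing P. falciparum were dispensed at 2% hematocrit and 0.05% parasitemia (final), then incubated with compounds 96 hours at 37 C in 5% CO2. Luminescence after detection reagent addition reported growth.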
Tb PYK inh = blocks Trypanosoma brucei pyruvate kinase; TbPYK enzyme, Kinase-Glo Plus ATP luminescence, 45 min; AID 624173; Potency, µM (doses to about 76.8 µM), for the others: at the highest dose activity, negative = inhibition, actives largely listed as inhibitors; 0.12% of 410,000 active; Q57TT1; note: potency is the fitted concentration of half-maximal effect; % is set by controls: 0 for no effect and ±100 for the full control effect; nearly all actives have a fitted effect of over 50% in size
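Activity of T. brucei pyruvate kinase was followed by Kinase-Glo Plus luminescence after the enzyme reacted 45 min at room temperature with 130 uM ADP (final) and substrate. Test compounds were added before ADP at multiple concentrations.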
Cycloheximide cs = affects cycloheximide protein synthesis inhibition readout, counter-screen; 12% of 300,000 active; max response, %; cell reporter, cycloheximide protein synthesis inhibition counterscreen; in the data active = max response mostly above about 13%, no sharp cut-off; inactive = mostly below about 14%; note: read at 38.3 µM for the half of the compounds with a filed dose; 0% is about no effect
Numbers without * were called inactive; [ ] = another dose, or the depositor's remark. Unless noted, calls come from the whole dose curve; as a rule, active = well fitted curve in the direction sought with a large enough effect; inconclusive = small, poorly fitted or top-dose-only effect, or another doubt; inactive = no such curve, though single readings can be large; an effect the other way counts as inactive or inconclusive.

`COc1ccc(CNC(=O)COC(=O)c2cc(-c3cccs3)nc3ccccc23)cc1OC` gave HCV inh inconclusive, Shiga toxin inh -8.7, LmPK inh 3.4%, Pf growth 48h 5.5%, Pf growth 96h 21.9%, Tb PYK inh -2.6% and Cycloheximide cs 8.5.
CC(C)C(NS(=O)(=O)c1ccccc1F)C(=O)N1CCc2ccccc2C1 (configuration not stated) was read as HCV inh 1.4%, Shiga toxin inh -10.2, LmPK inh 0.3%, Pf growth 48h -13.5%, Pf growth 96h -2.5%, Tb PYK inh -3.9% and Cycloheximide cs -4.6.
CC(=O)NC(NC(=S)Nc1ccc(S(N)(=O)=O)cc1)C(Cl)(Cl)Cl (configuration not stated) was read as HCV inh 13.2%, Shiga toxin inh 16.0, LmPK inh 2.5%, Pf growth 48h -8.2%, Pf growth 96h -13.2%, Tb PYK inh -2.5% and Cycloheximide cs -2.0.
For O=S(=O)(CCc1ccccc1)N1CCOCC1 the results were HCV inh 21.6%, Shiga toxin inh 3.2, LmPK inh 0.7%, Pf growth 48h 11.8%, Pf growth 96h 2.3%, Tb PYK inh 3.9% and Cycloheximide cs 8.8.
COn1c(SCC(N)=O)nc2ccccc2c1=O was read as HCV inh 7.6%, Shiga toxin inh 0.5, LmPK inh -0.3%, Pf growth 48h 0.0%, Pf growth 96h inconclusive, Tb PYK inh -4.9% and Cycloheximide cs 14.3.
For Cc1nn2c(=O)cc(COC(=O)c3ccc(S(=O)(=O)N4CCCCC4)cc3)nc2s1 the results were HCV inh 18.7%, Shiga toxin inh -7.0, LmPK inh 6.2%, Pf growth 96h 48.4%, Tb PYK inh 0.4% and Cycloheximide cs -2.3.
C=CCNC(=S)Nc1cc(C)ccn1 was read as HCV inh -9.0%, Shiga toxin inh 21.3, LmPK inh -0.1%, Pf growth 48h inconclusive, Pf growth 96h 3.9%, Tb PYK inh -2.4% and Cycloheximide cs 18.1.
Screening CCSc1ncc(Cl)c(C(=O)Nc2ccccc2F)n1 returned HCV inh -20.6%, Shiga toxin inh 8.9, LmPK inh -0.1%, Pf growth 48h 28.7%, Pf growth 96h 42.2%[activator], Tb PYK inh 2.9% and Cycloheximide cs 3.4.
Screening CCCCc1nc2cc(C(=O)N3CCCCC3CCO)ccc2o1 (configuration not stated) returned HCV inh 10.3%, Shiga toxin inh 105.0*, LmPK inh -5.3%, Pf growth 48h 30.8%[activator], Pf growth 96h inconclusive, Tb PYK inh -5.1% and Cycloheximide cs 45.9*.
`Cc1onc(-c2ccccc2Cl)c1C(=O)Nc1nc2c(s1)CCCC2` gave HCV inh inconclusive, Shiga toxin inh 127.4*, LmPK inh 7.9%, Pf growth 48h inconclusive, Pf growth 96h inconclusive, Tb PYK inh 1.0% and Cycloheximide cs 69.1*.
CCN1C(=NCCOC)N[C@@H](c2cccs2)C(C(=O)OC)=C1C was read as Shiga toxin inh 22.9, LmPK inh -3.9%, Pf growth 48h -12.2%, Pf growth 96h 33.9%, Tb PYK inh -11.5% and Cycloheximide cs -1.4.
For COc1cc(NC(=O)CCN2CCOCC2)cc(OC)c1 the results were HCV inh 23.2%, Shiga toxin inh -7.2, LmPK inh 1.3%, Pf growth 48h -14.6%, Tb PYK inh -4.1% and Cycloheximide cs -0.2.
Screening CN(Cc1c(F)cccc1Cl)c1ccc(S(=O)(=O)N2CCOCC2)cn1 returned HCV inh inconclusive, Shiga toxin inh -20.2, LmPK inh 7.8%, Pf growth 48h inconclusive, Pf growth 96h inconclusive, Tb PYK inh -3.9% and Cycloheximide cs 5.2.
Screening O=S(=O)(Nc1cccc(-c2ccc3nncn3n2)c1)c1cccs1 returned HCV inh 13.3%, Shiga toxin inh -0.6, LmPK inh 6.0%, Pf growth 48h 10.9%, Pf growth 96h -0.5%, Tb PYK inh 1.1% and Cycloheximide cs -0.6.
For O=C(Nc1nnc(SCc2ccccn2)s1)C1CC(=O)N(c2ccc(F)cc2)C1 (configuration not stated) the results were HCV inh 14.6%, Shiga toxin inh -4.6, LmPK inh -6.1%, Pf growth 48h -5.2%, Pf growth 96h inconclusive, Tb PYK inh -13.4% and Cycloheximide cs -2.7.
`O=C(CCSc1nnc(-c2ccc(O)cc2)o1)N1CCOCC1` gave HCV inh 13.2%, Shiga toxin inh 36.6, LmPK inh 3.0%, Pf growth 48h 10.5%, Pf growth 96h 0.0%, Tb PYK inh 0.4% and Cycloheximide cs 7.2.
COc1ccc(NC(=O)Cc2ccsc2)cc1S(=O)(=O)N1CCCCC1 was read as HCV inh inconclusive, Pf growth 48h inconclusive, Pf growth 96h inconclusive and Tb PYK inh -0.7%.
`CSc1ccc(CCNC(=O)CS(=O)(=O)Cc2nc(-c3ccccc3F)oc2C)cc1` gave HCV inh -16.3%, Shiga toxin inh -3.5, LmPK inh -1.5%, Pf growth 48h 5.0%, Pf growth 96h inconclusive, Tb PYK inh -29.5% and Cycloheximide cs -3.5.
For COc1ccc(C2=NN(C(=S)Nc3ccccc3)C(c3ccccc3)C2)cc1 (configuration not stated) the results were HCV inh 1.2%, Shiga toxin inh 0.7, LmPK inh 6.0%, Pf growth 48h 14.7µM*, Pf growth 96h 44.2%[activator], Tb PYK inh 3.1% and Cycloheximide cs -2.4.
Cc1cccc(NC(=O)N2CCCC2C(=O)NCc2ccccc2)c1 (configuration not stated) was read as HCV inh 3.2%, LmPK inh -3.5%, Pf growth 48h -9.4%, Pf growth 96h 9.28µM*, Tb PYK inh 6.0% and Cycloheximide cs -1.7.
Screening Cc1sc2nc(C3CC3)nc(SCC(=O)N3CCc4ccccc4C3)c2c1C returned HCV inh inconclusive, Shiga toxin inh -3.1, LmPK inh 7.3%, Pf growth 48h inconclusive, Pf growth 96h inconclusive, Tb PYK inh -3.3% and Cycloheximide cs 5.0.
`COc1ccc(/C(N)=N/OC(=O)COc2ccccc2Cl)cc1` gave HCV inh inconclusive, Shiga toxin inh 25.6*, LmPK inh -3.4%, Pf growth 48h 92.2%[activator], Pf growth 96h 251.0%[activator], Tb PYK inh -11.6% and Cycloheximide cs 45.8*.
Cc1cc(N2CCCC2=O)ccc1S(=O)(=O)Nc1c(C)nn(C)c1C was read as HCV inh inconclusive, Shiga toxin inh -5.7, LmPK inh 3.9%, Pf growth 48h 19.2%, Pf growth 96h 10.8%, Tb PYK inh -12.8% and Cycloheximide cs 1.3.
`O=C(NNC(=O)c1ccncc1)Nc1ccccc1` gave HCV inh 12.6%, Shiga toxin inh -8.3, LmPK inh 0.4%, Pf growth 48h 23.4%, Pf growth 96h 1.7%, Tb PYK inh -3.6% and Cycloheximide cs -6.0.
O=S(=O)(c1ccc(F)cc1)N1CCN(C(=S)NCc2ccccc2)CC1 was read as HCV inh 11.4%, Shiga toxin inh -24.2, LmPK inh 5.2%, Pf growth 48h inconclusive, Pf growth 96h inconclusive, Tb PYK inh -1.0% and Cycloheximide cs -0.6.
O=C(Nc1ccccc1)c1ccc(NC(=O)C2CC2)cc1 was read as HCV inh -3.4%, Shiga toxin inh 41.8*, LmPK inh 0.4%, Pf growth 48h 103.9%[activator], Pf growth 96h 5.8%, Tb PYK inh -1.9% and Cycloheximide cs 31.7*.
For O=[N+]([O-])c1ccc(NCc2ccccc2)c2nonc12 the results were HCV inh 9.2%, Shiga toxin inh -15.1, LmPK inh 0.7%, Pf growth 48h -0.2%, Pf growth 96h -15.7%[5.75 µM], Tb PYK inh -3.3% and Cycloheximide cs -2.4.
For Cc1cccc(C)c1NC(=O)COC(=O)c1ccc([N+](=O)[O-])o1 the results were HCV inh 5.5%, Shiga toxin inh -5.0, LmPK inh 0.2%, Pf growth 48h inconclusive, Pf growth 96h 19.0%, Tb PYK inh -2.2% and Cycloheximide cs -3.8.
Screening CC(=O)NC(CC(=O)NNC(=O)C(C)Oc1ccccc1F)c1ccccc1 (configuration not stated) returned HCV inh 20.0%, Pf growth 48h -0.8%, Pf growth 96h 8.0% and Tb PYK inh -0.2%.
Cc1cc(Br)cc(C)c1OCC(=O)NNC(=O)CCC(=O)NCc1ccccc1 was read as HCV inh -9.7%, Shiga toxin inh -13.5, LmPK inh 4.6%, Pf growth 48h 27.4%, Pf growth 96h -14.1%, Tb PYK inh 6.9% and Cycloheximide cs 1.1.
Screening COc1ccc(NC(=O)c2ccc3nc(C)sc3c2)cc1 returned HCV inh -4.5%, Shiga toxin inh 128.8*, LmPK inh 0.1%, Pf growth 48h 69.7%[activator], Pf growth 96h inconclusive, Tb PYK inh 4.0% and Cycloheximide cs 64.3*.
`CC1=C(C(=O)Nc2ccccc2C)C(c2ccccc2)NC(=O)N1` (configuration not stated) gave HCV inh 22.6%, Shiga toxin inh -12.0, LmPK inh 8.3%, Pf growth 96h -12.1%, Tb PYK inh -3.9% and Cycloheximide cs 14.1.
Screening COC(=O)CC(N)c1ccc(OC)c2ccccc12 (configuration not stated) returned HCV inh -5.8%, Shiga toxin inh -11.5, LmPK inh -1.2%, Pf growth 96h 3.1%, Tb PYK inh 0.5% and Cycloheximide cs -4.1.
For CC(C)Cc1nc2oc3c(Cl)ncnc3c2c2c1CCC2 the results were HCV inh 4.47µM*, Shiga toxin inh -6.2, LmPK inh -2.7%, Pf growth 48h 32.5%[activator], Pf growth 96h 42.1%[activator], Tb PYK inh 0.9% and Cycloheximide cs -3.9.
Screening COc1ccc(C(=O)CCC(=O)Nc2cccc(Cl)c2)cc1 returned HCV inh -10.6%, Shiga toxin inh -10.9, LmPK inh 0.8%, Pf growth 48h 7.9%, Pf growth 96h inconclusive, Tb PYK inh 1.9% and Cycloheximide cs 1.3.
N#CC(C#N)=Cc1cn(-c2ncc(C(F)(F)F)cc2Cl)c2ccccc12 was read as HCV inh 15.0%, Shiga toxin inh 13.5, LmPK inh 6.6%, Pf growth 48h -25.3%, Pf growth 96h 2.2%, Tb PYK inh -7.3% and Cycloheximide cs 5.1.
CC(CCCC(C)(C)O)NC(=O)c1cc(COc2ccc3ncccc3c2)on1 (configuration not stated) was read as HCV inh 5.62µM*, Shiga toxin inh 23.1, LmPK inh 1.8%, Pf growth 48h inconclusive, Pf growth 96h 11.6%, Tb PYK inh 1.1% and Cycloheximide cs 5.2.
CCNC(=O)C(=O)N/N=C/c1cc([N+](=O)[O-])ccc1O was read as HCV inh 11.5%, Shiga toxin inh -14.3, LmPK inh -4.2%, Pf growth 48h inconclusive, Pf growth 96h 10.4µM*, Tb PYK inh -1.1% and Cycloheximide cs 9.6.

Ordered by SMILES length (largest number first): some entries from above
For Cc1cccc(C)c1NC(=O)COC(=O)c1ccc([N+](=O)[O-])o1 the results were HCV inh 5.5%, Shiga toxin inh -5.0, LmPK inh 0.2%, Pf growth 48h inconclusive, Pf growth 96h 19.0%, Tb PYK inh -2.2% and Cycloheximide cs -3.8.
O=S(=O)(c1ccc(F)cc1)N1CCN(C(=S)NCc2ccccc2)CC1 was read as HCV inh 11.4%, Shiga toxin inh -24.2, LmPK inh 5.2%, Pf growth 48h inconclusive, Pf growth 96h inconclusive, Tb PYK inh -1.0% and Cycloheximide cs -0.6.
Screening COC(=O)CC(N)c1ccc(OC)c2ccccc12 (configuration not stated) returned HCV inh -5.8%, Shiga toxin inh -11.5, LmPK inh -1.2%, Pf growth 96h 3.1%, Tb PYK inh 0.5% and Cycloheximide cs -4.1.

This is a random part of the collection; overall some 24% were active at least once.
